# Tau fluor counter = counter-screen for tau fibril formation inhibitors. 0.93% of 280,000 active. Potency, µM (doses to about 57.7 µM), for the others: at the top dose activity change, negative = decrease. AID 1463. tau K18 P301L Alexa594 fluorescence, heparin fibrillization; also: nearly all actives have a fitted effect of over 55% in size
#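 Human K18 P301L tau (15 uM unlabeled plus 0.24 uM Alexa 594-labeled, final) in 100 mM sodium acetate pH 7 was mixed with compound and 20 uM heparin and incubated 6 hr at 37 C.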
# TexasRed fluor = Texas Red fluorescence interference in TRb-SRC2 counter-screen; 0.29% of 280,000 active; TRb/SRC2 Texas Red total fluorescence interference; Potency, µM (highest dose often 106 µM), without a hit: top-dose fluorescence change, negative = quenching; active = well fitted curve in either direction with a large enough effect; inconclusive = small, poorly fitted or top-dose-only effect
#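 Human TRb ligand-binding domain at 0.6 uM with 20 nM Texas Red SRC2 peptide in Tris buffer containing 1 uM T3 and 5% DMSO, incubated with compound 5 h at ambient temperature. Total fluorescence (555/632 nm) calculated as parallel + 2 × perpendicular.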
# GLA spleen mod = inhibitors or activators of human alpha-galactosidase in spleen homogenate. human spleen homogenate, 4MU-alpha-Gal fluorescence, 40 min. 0.008% of 240,000 active. Potency, µM (doses to about 80 µM), inactives show top-dose activity change, negative = inhibition, actives largely listed as inhibitors;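 also: 0% = enzyme with vehicle and -100% = no enzyme basal signal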
#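 Fluorogenic readout (Ex 365/Em 440 nm) of 4-methylumbelliferone released from 1 mM 4-MU-alpha-galactoside by spleen homogenate, 40 min at 37C, pH 5.0. Data normalized to no-enzyme and enzyme controls; Hill-equation AC50 from compound titrations.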
# TRb-SRC2 inh = TRbeta-SRC2 interaction inhibition; P10828; TRbeta-SRC2 peptide binding, fluorescence polarization; receptor liganded with 1 µM T3; Potency, µM (top dose mostly 106 µM), for the others: top-dose activity change, negative = inhibition, hits mostly inhibitors; 0.065% of 280,000 active; AID 1469;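 also: plate controls were bound peptide for no effect and peptide without receptor for full effect; nearly all actives have a fitted effect of over 50% in size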
# Target sequence (P10828 whole entry, looked up): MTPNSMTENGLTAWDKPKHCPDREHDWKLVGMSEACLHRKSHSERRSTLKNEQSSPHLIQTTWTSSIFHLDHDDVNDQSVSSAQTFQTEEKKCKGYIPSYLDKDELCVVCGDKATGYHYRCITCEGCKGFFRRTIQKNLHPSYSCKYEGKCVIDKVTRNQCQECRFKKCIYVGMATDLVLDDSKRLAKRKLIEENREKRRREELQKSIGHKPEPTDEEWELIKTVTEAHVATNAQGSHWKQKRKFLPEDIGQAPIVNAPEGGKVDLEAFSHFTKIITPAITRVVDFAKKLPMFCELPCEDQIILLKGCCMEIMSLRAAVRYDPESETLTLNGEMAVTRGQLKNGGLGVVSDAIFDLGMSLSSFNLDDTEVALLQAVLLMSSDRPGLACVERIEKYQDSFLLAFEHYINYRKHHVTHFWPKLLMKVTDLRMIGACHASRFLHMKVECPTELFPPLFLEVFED
#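 Assay buffer: 20 mM Tris-HCl, 100 mM NaCl, 10% glycerol, 1 mM EDTA, 0.01% NP-40, 1 mM DTT, 1 uM T3, 5% DMSO; TRb LBD 0.6 uM, Texas Red SRC2 20 nM; FP after 5 hr.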
# Tau fibril FP = blocks human tau fibril formation measured by polarization; Potency, µM (titrated, usually from 57.7 µM), for inactives: at the highest dose activity, negative = inhibition, hits mostly inhibitors; 0.39% of 280,000 active; K18 P301L tau heparin fibrillization, Alexa594 FP, 6 h; P10636; also: nearly all actives have a fitted effect of over 55% in size
# Target sequence (P10636 561-689 P618L limits assumed): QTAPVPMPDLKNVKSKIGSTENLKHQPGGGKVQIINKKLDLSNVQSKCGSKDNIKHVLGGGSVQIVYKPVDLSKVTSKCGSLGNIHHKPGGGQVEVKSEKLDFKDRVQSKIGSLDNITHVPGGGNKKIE
#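 Heparin (20 uM) drove fibril formation of recombinant tau K18 P301L, 15 uM unlabeled with 0.24 uM Alexa 594 label, for 6 hr at 37 C in 100 mM sodium acetate pH 7. Fluorescence polarization (555/632 nm) read 1 hr after 30 uM ThT.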
# ALDH1A1 inh = blocks purified human ALDH1A1 activity | 7.3% of 220,000 active | Purified ALDH1A1, NADH fluorescence, propionaldehyde substrate | AID 1030 | Potency, µM (titrated, usually from 75.3 µM), without a hit: at the top dose activity, negative = inhibition, actives largely listed as inhibitors; active = well fitted inhibition curve with a large enough effect, not every such curve was filed as active; inconclusive = small, poorly fitted or top-dose-only effect, or another doubt; inactive = no such curve, though single readings can be large or run the other way;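 also: plate controls were no enzyme wells and a reference inhibitor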
# Tau fibril ThT = blocks human tau fibril formation measured by thioflavin T; 2.1% of 270,000 active; P10636; Potency, µM (doses to about 57.4 µM), for inactives: top-dose activity, negative = inhibition, actives largely listed as inhibitors; recombinant tau K18 P301L (four-repeat tau fragment), heparin-induced fibrillization, ThT fluorescence; AID 1460; also: nearly all actives have a fitted effect of over 55% in size
#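 Heparin-induced fibrillization of the P301L-mutant K18 repeat-domain fragment of human tau was followed by ThT binding in quantitative high-throughput format.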
# L3MBTL1 inh = L3MBTL1 (human) inhibition; Potency, µM (top dose mostly 57.1 µM), without a hit: at the highest dose activity, negative = inhibition, most hits filed as inhibitors; AID 485360; 0.66% of 230,000 active; Q9Y468; AlphaScreen L3MBTL1–H3K9me1 peptide binding; also: nearly all actives have a fitted effect of over 60% in size
#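 L3MBTL1 50 nM + b-AHA-H3(1-15)K9me1 75 nM, 30 min RT; compound added, 30 min RT; streptavidin donor/Ni-chelate acceptor beads 10 ug/mL each final, 30 min RT dark; AlphaScreen read.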
# Starred values were filed as active, the others as inactive; u = inconclusive; x = no result given. Unless noted, calls follow the shape of the dose curve; as a rule, active = well fitted curve in the direction sought with a large enough effect; inconclusive = small, poorly fitted or top-dose-only effect, or another doubt; inactive = no such curve, though single readings can be large; an effect the other way counts as inactive or inconclusive. Unless noted, % is scaled to controls: 0 for no effect and ±100 for the full control effect; potency is read from the fitted curve at half-maximal effect.
(1) O=C(Nc1nnc(C2=COCCO2)o1)c1ccc(Cc2ccccc2)cc1
(2) c1ccc(Nc2ncnc3[nH]ncc23)cc1
(3) CS(=O)(=O)N1CCN(c2ccc(NC(=O)Cc3ccccc3)cc2)CC1
(4) O=C1CC(c2ccccc2)Sc2nc(-c3ccc(F)cc3)nn21 (centres undefined)
(5) Cc1ccc(-c2nn(-c3ccccc3)cc2C=O)o1
(6) N#CC1=C(N)C(C#N)(C#N)[C@H](c2ccncc2)[C@H]2CN(C(=O)OCc3ccccc3)CC=C12
screen / no.	1	2	3	4	5	6
TRb-SRC2 inh	0.3%	0.5%	2.6%	15.2%	17.9%	-0.2%
Tau fibril ThT	-10.6%	x	1.0%	-8.7%	-15.6%	u
Tau fluor counter	-3.6%	-3.8%	1.6%	-3.3%	-7.5%	-7.9%
TexasRed fluor	-3.4%	-3.9%	-2.5%	-1.1%	u	-2.5%
L3MBTL1 inh	-29.1%	x	x	x	6.5%	-0.3%
GLA spleen mod	-4.9%	-4.4%	4.1%	x	2.5%	1.2%
ALDH1A1 inh	-13.9%	x	-11.4%	x	u	-4.1%
Tau fibril FP	7.5%	10.5%	14.3%	-5.0%	-0.1%	-19.6%

(7) CCOC(=O)N1CCN(C(=O)c2cnn3c(C(F)F)cc(-c4ccc(C)cc4)nc23)CC1
(8) CC(C)(C)NC(=O)NC(=O)CN1CCN(c2ncc(C(F)(F)F)cc2Cl)CC1
(9) Cc1cc(C)n(CC(O)Cn2c(C)c(C)c3ccccc32)n1 (centres undefined)
(10) COc1cccc(CNS(=O)(=O)/C=C/c2ccc(OC)c(OC)c2)c1
(11) COc1ccc2c(c1)c(=O)c(S(=O)(=O)c1ccccc1)cn2CC(=O)Nc1ccc(C)c(Cl)c1
(12) O=C(OCc1nc2ccc(Cl)cc2n1CCO)c1ccc(O)cc1
screen / no.	7	8	9	10	11	12
TRb-SRC2 inh	-4.9%	-7.6%	-7.1%	2.3%	-3.3%	-6.6%
Tau fibril ThT	-5.9%	13.5%	-10.2%	-7.6%	12.0%	-15.8%
Tau fluor counter	2.5%	11.6%	-21.6%	-10.2%	u	-21.2%
TexasRed fluor	6.2%	-0.8%	-0.4%	2.9%	0.0%	-3.1%
L3MBTL1 inh	8.7%	x	x	x	x	0.7%
GLA spleen mod	2.5%	13.9%	-1.1%	-0.8%	x	-7.0%
ALDH1A1 inh	u	28.2µM*	u	1.6%	x	-0.7%
Tau fibril FP	8.6%	4.4%	10.6%	-2.2%	u	6.3%

(13) COc1ccccc1C(=O)Nc1nnc(SCc2cc(=O)c3cc(Cl)ccc3[nH]2)s1
(14) CCC(OC(=O)c1cc2sccc2n1C)C(=O)NCC1CCCO1 (centres undefined)
(15) O=c1c(Cl)c(N2CCN(S(=O)(=O)c3ccc(F)cc3)CC2)cnn1-c1cccc(Cl)c1
(16) CC(C)c1ccc(NC(=O)c2ccc(F)c(S(=O)(=O)N3CCCC3)c2)cc1
(17) Cc1cc(C)c(NC(=O)c2cc(C)nc3c2c(C)nn3-c2cccc(F)c2)c(C)c1
screen / no.	13	14	15	16	17
TRb-SRC2 inh	-4.0%	-2.8%	-6.1%	7.6%	1.0%
Tau fibril ThT	13.1%	-3.4%	-9.4%	u	-9.3%
Tau fluor counter	-10.8%	-1.8%	-9.6%	-9.1%	-19.0%
TexasRed fluor	-1.1%	-8.8%	-3.5%	0.0%	4.4%
L3MBTL1 inh	x	5.4%	1.1%	x	x
GLA spleen mod	x	1.6%	1.6%	x	x
ALDH1A1 inh	x	3.1%	-6.2%	x	x
Tau fibril FP	u	-3.6%	-3.7%	-10.6%	-10.4%

# Nos. 5 to 14, reprinted for reference:
(5) Cc1ccc(-c2nn(-c3ccccc3)cc2C=O)o1
(6) N#CC1=C(N)C(C#N)(C#N)[C@H](c2ccncc2)[C@H]2CN(C(=O)OCc3ccccc3)CC=C12
(7) CCOC(=O)N1CCN(C(=O)c2cnn3c(C(F)F)cc(-c4ccc(C)cc4)nc23)CC1
(8) CC(C)(C)NC(=O)NC(=O)CN1CCN(c2ncc(C(F)(F)F)cc2Cl)CC1
(9) Cc1cc(C)n(CC(O)Cn2c(C)c(C)c3ccccc32)n1 (centres undefined)
(10) COc1cccc(CNS(=O)(=O)/C=C/c2ccc(OC)c(OC)c2)c1
(11) COc1ccc2c(c1)c(=O)c(S(=O)(=O)c1ccccc1)cn2CC(=O)Nc1ccc(C)c(Cl)c1
(12) O=C(OCc1nc2ccc(Cl)cc2n1CCO)c1ccc(O)cc1
screen / no.	5	6	7	8	9	10	11	12
TRb-SRC2 inh	17.9%	-0.2%	-4.9%	-7.6%	-7.1%	2.3%	-3.3%	-6.6%
Tau fibril ThT	-15.6%	u	-5.9%	13.5%	-10.2%	-7.6%	12.0%	-15.8%
Tau fluor counter	-7.5%	-7.9%	2.5%	11.6%	-21.6%	-10.2%	u	-21.2%
TexasRed fluor	u	-2.5%	6.2%	-0.8%	-0.4%	2.9%	0.0%	-3.1%
L3MBTL1 inh	6.5%	-0.3%	8.7%	x	x	x	x	0.7%
GLA spleen mod	2.5%	1.2%	2.5%	13.9%	-1.1%	-0.8%	x	-7.0%
ALDH1A1 inh	u	-4.1%	u	28.2µM*	u	1.6%	x	-0.7%
Tau fibril FP	-0.1%	-19.6%	8.6%	4.4%	10.6%	-2.2%	u	6.3%

(13) COc1ccccc1C(=O)Nc1nnc(SCc2cc(=O)c3cc(Cl)ccc3[nH]2)s1
(14) CCC(OC(=O)c1cc2sccc2n1C)C(=O)NCC1CCCO1 (centres undefined)
screen / no.	13	14
TRb-SRC2 inh	-4.0%	-2.8%
Tau fibril ThT	13.1%	-3.4%
Tau fluor counter	-10.8%	-1.8%
TexasRed fluor	-1.1%	-8.8%
L3MBTL1 inh	x	5.4%
GLA spleen mod	x	1.6%
ALDH1A1 inh	x	3.1%
Tau fibril FP	u	-3.6%

# Screens as filed in PubChem BioAssay.
